# HIF-2a inh = HIF-2a reporter inhibitors, primary screen, luminescence, 786-0 RCC cells | 786-0 RCC cells HIF-2a reporter, luciferase luminescence, overnight | inhibition, % at 18.8 µM | actives 0.72% (n = 360,000) | AID 624352, 2012;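 active = inhibition of the luminescence signal of 40% or more relative to plate controls, in a single-dose primary screen at 18.75 µM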
# NR2E3 ag-1 = inhibitors of NR2E3-RetCOR corepressor binding, primary screen, NR2E3 agonist project, biochemical, TR-FRET, GST-NR2E3, biotin-RetCOR; Photoreceptor-specific nuclear receptor (Homo sapiens), Q9Y5X4; 1536-well; inhibition of corepressor binding, % at 4.78 µM; actives 0.12% (n = 320,000); AID 2300, 2010;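 active = percent inhibition above the cutoff of mean plus 3 SD of all tested compounds, set per screening campaign, cut at about 20% in these data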;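 also: 0% = DMSO wells and 100% = biotin wells as full block of FRET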
# Target sequence (Q9Y5X4 whole entry, looked up): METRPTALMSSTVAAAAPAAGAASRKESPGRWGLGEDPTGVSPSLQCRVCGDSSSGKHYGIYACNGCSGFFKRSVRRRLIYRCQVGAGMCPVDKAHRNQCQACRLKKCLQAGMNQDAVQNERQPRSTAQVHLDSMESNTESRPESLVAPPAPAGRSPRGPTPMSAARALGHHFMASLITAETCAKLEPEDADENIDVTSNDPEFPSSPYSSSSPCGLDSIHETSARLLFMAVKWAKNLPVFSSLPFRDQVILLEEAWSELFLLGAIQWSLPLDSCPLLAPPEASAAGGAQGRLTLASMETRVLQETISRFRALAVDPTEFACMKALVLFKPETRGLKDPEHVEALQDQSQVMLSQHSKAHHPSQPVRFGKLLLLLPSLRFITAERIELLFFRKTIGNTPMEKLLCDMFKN
#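 Material: NR2E3–RetCOR corepressor complex / Amount: 1.35 nM GST-NR2E3 / Medium: Tris pH 7.5 / Compound: single nominal compound dose of 4.8 µM / Incubation: 5 h at 4 °C / Technique: TR-FRET, Eu(K)-anti-GST donor, streptavidin-D2 acceptor, ex 340, em 617/671 nm / Read-out basis: percent loss of FRET ratio relative to control wells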
# Peg3 prom inh = Peg3 promoter-driven luciferase inhibitors, primary screen, cell-based, HeLa, luciferase luminescence | HeLa PEG-Prom luciferase reporter, overnight | inhibition, % at 20 µM | actives 1.7% (n = 360,000) | AID 588405, 2011;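 active = inhibition of at least 50% at 20 µM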
# NR2E3 ag-2 = NR2E3 agonists in two-hybrid cells, primary screen, cell-based, luminescence, CHO-S, Gal4-NCOR/VP16-NR2E3; luciferase; Photoreceptor-specific nuclear receptor (Homo sapiens), Q9Y5X4; inhibition of corepressor binding, % at 3.98 µM; actives 0.35% (n = 360,000); AID 602229, 2012;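 active = inhibition above the mean of all tested compounds plus 3 SD, cut at about 70% in these data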;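 also: 0% = DMSO with NR2E3 transfected cells and 100% = cells lacking NR2E3 construct; higher means lower luciferase signal from less NR2E3 corepressor binding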
# iPSC survival up = enhancers of single-cell hiPSC survival, primary screen, ATPlite luminescence. 100% = ROCK inhibitor wells, 0% = DMSO. survival enhancement, % at 20 µM. actives 0.044% (n = 360,000); in the data active = survival enhancement above about 18%;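 also: cells exposed to compounds for 16 hours before the ATP read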
# KKLEB tox = cytotoxicity in KKLEB CF airway cells, primary screen, cytotoxicity control for CF NF-kB inhibitor project, cell-based, uHTS, fluorescence assay plates; AID 602141, 2011; KKLEB CF airway cells viability, ATPlite luminescence, overnight; stronger effect = lower value; cells stimulated with P. aeruginosa culture filtrate; actives 0.36% (n = 360,000); activity change (cytotoxicity), % at 5 µM;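 active = corrected activity change at or below -50% at 5 µM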
# TWEAK Fn14 block = inhibitors of TWEAK-Fn14 signaling, primary screen, luciferase reporter cells, uHTS | TWEAK-stimulated Fn14 reporter cells, luciferase luminescence, 8 h | inhibition, % at 10 µM | actives 2% (n = 360,000); in the data active = inhibition above about 50%
# TRPM1 prom inh = inhibitors of MITF-dependent TRPM1 promoter reporter, primary screen, cell-based, SK-MEL-5, single point, luciferase; SK-MEL-5 TRPM1 promoter luciferase, 24 h; actives 0.83% (n = 330,000); inhibition, % at 12.5 µM;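 active = mean inhibition across replicates of 60% or more, whatever share of single replicates reaches that level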; also: values of inactives mirror those of a sister screen read the other way
# CF NFkB inh = inhibitors of PAF-induced NF-kB signaling, primary screen, cell-based, GFP fluorescence, uHTS; inhibition, % at 5 µM; actives 0.86% (n = 360,000); KKLEB NF-kB-GFP reporter, GFP fluorescence overnight;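 active = at least 50% inhibition at 5 µM, scaled per plate between neutral and stimulator controls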;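 also: PAF is a Pseudomonas aeruginosa culture filtrate used as stimulus; plate controls were PAF-stimulated DMSO wells for no effect and unstimulated DMSO wells for full effect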
# aDG glyco act = activators of alpha-DG glycosylation, primary screen, uHTS, Pro5-aDG cells, AlphaScreen | alpha-DG glycosylation AlphaScreen (IIH6); 0% Pro5, 100% B10-LARGE cell signal | activation, % at 10 µM | actives 0.22% (n = 360,000);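 active = activation of at least 8% versus controls, or a plate z-score of at least 8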;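 also: Pro5 are CHO cells carrying HIG-tagged alpha-DG that lacks glycosylation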
# Shn3 3UTR inh = reduction of Shn3 3'UTR firefly luciferase signal, primary screen, Schnurri-3 inhibitor project, cell-based, Clone20 osteoblasts, set 2; Clone20 osteoblast Shn3 3'UTR firefly luciferase, 24 h; inhibition, % at 12.5 µM; actives 0.52% (n = 360,000);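 active = mean inhibition of at least 75% with every replicate also reaching 75%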;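 also: 0% = median of neutral control wells and 100% = pilot-screen positive control compound; some compounds past the cut are filed as inactive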
# * hit, by the source's call; · = not tested or not shown.
SMILES,HIF-2a inh,NR2E3 ag-1,Peg3 prom inh,NR2E3 ag-2,iPSC survival up,KKLEB tox,TWEAK Fn14 block,TRPM1 prom inh,CF NFkB inh,aDG glyco act,Shn3 3UTR inh
O=c1[nH]cnc2ccc([N+](=O)[O-])cc12,11.4,-0.2,7.3,-5.7,-0.5,5.8,24.1,27.5,-11.7,0.2,-6.3
O=C1NC(=O)C2(N1)c1ccccc1-c1ccccc12,9.1,·,-0.8,-3.1,12.9,-4.2,14.3,-2.0,14.2,-0.5,1.1
CCc1ccc2c(COC(=O)C3CC(=O)N(CCc4ccccc4)C3)cc(=O)oc2c1 (stereo not drawn),1.9,·,-10.8,-13.7,0.6,-14.5,-8.9,0.1,30.8,-0.2,-10.9
CCOC(=O)c1cnn(-c2ccccc2)c1-c1ccccc1,6.0,0.3,17.7,-16.0,0.0,-7.2,18.1,10.0,6.9,0.2,5.0
Cn1cc(CCNC(=O)CC2C(=O)NCCN2CC(c2ccccc2)c2ccccc2)cn1 (stereo not drawn),-0.6,-1.3,5.1,-40.4,0.5,-3.6,10.3,5.7,11.7,-0.1,-0.5
Cc1c(NC(=O)/C(C#N)=C/C2CC=CCC2)c(=O)n(-c2ccccc2)n1C (stereo not drawn),18.3,3.3,15.7,-4.2,-0.8,-5.5,-2.0,0.1,3.3,-0.2,1.0
O=C(OC(c1ccc(NS(=O)(=O)c2ccccc2)cc1)(C(F)(F)F)C(F)(F)F)c1ccccc1,-33.2,-4.6,-7.8,-39.8,-0.3,-5.0,46.3,4.3,30.9,-0.2,6.0
CCC(C)(C)n1nnnc1C(c1ccc(F)cc1)N1CCN(C(=O)c2ccco2)CC1 (stereo not drawn),2.6,-4.2,-7.4,-24.7,0.1,7.8,0.6,-7.3,-10.3,0.0,1.4
COc1ccc(-c2n[nH]c3c2C(c2ccc(OC)c(OC)c2)N(c2ccccc2)C3=O)cc1 (stereo not drawn),22.1,-2.1,16.8,-21.6,-1.9,0.7,7.6,12.1,16.4,-0.1,-16.0
O=C(c1ccccc1)N1CC(COc2ccccc2)OC(c2ccco2)O1 (stereo not drawn),-32.9,0.2,-12.3,-26.6,-0.9,5.0,3.7,4.0,5.3,0.1,6.7
NS(=O)(=O)c1ccc(NC(=S)NC2CCCC2)cc1,20.6,3.3,-1.6,3.2,1.3,6.9,13.2,15.1,-3.4,-0.2,2.9
COc1ccc(-c2csc3ncnc(N4CCN(c5ccccc5)CC4)c23)cc1,32.0,5.7,29.9,7.5,0.1,-7.7,17.2,8.4,24.6,-0.2,1.6
COc1ccc(C(CC(=O)O)NC(=O)c2sc3ccccc3c2Cl)cc1 (stereo not drawn),17.8,6.2,25.7,33.4,-0.3,-8.3,6.6,-10.1,1.9,0.6,-3.4
CCC(Oc1ccccc1C)C(=O)Nc1ccc(S(=O)(=O)Nc2cc(C)on2)cc1 (stereo not drawn),15.8,2.9,-3.1,10.3,0.1,1.0,21.9,1.7,-6.8,0.1,15.9
COc1ccc(-c2noc(-c3ccccc3C(=O)NCc3ccco3)n2)cc1OC,-23.7,9.0,16.6,-8.3,1.8,-20.9,15.8,-6.8,1.2,-0.3,14.5
COc1ccc(/C=C2\SC(=O)N(CC(=O)Nc3cccc(C)c3)C2=O)cc1O,-16.0,5.0,-25.3,-10.6,-0.5,-4.9,-15.8,-3.3,4.0,0.0,-0.3
O=C(Cn1c(=S)[nH]c2ccccc2c1=O)N1CCN(c2ccc(F)cc2)CC1,3.3,-1.8,14.2,-16.2,-0.3,4.0,0.1,-3.1,-1.7,0.1,21.8
CC1(C)CC(=O)C=C(c2ccc(COC(=O)c3ccccc3)cc2)C1=O,-169.1,·,-250.1,-43.7,-1.5,-3.0,24.8,·,-6.5,-0.3,-59.2
COc1ccccc1-n1nnnc1SCC(=O)NC1CC1,-3.2,1.4,-0.9,2.3,-0.3,-27.1,-9.5,1.8,24.0,-0.2,12.8
CC(C)C(=O)Nc1ccc(Sc2ccc(F)cc2)cc1,-23.4,0.8,-21.0,5.6,-1.4,-6.3,20.5,-5.7,10.1,-0.1,-2.6
COC(=O)c1ccc(N(C(=O)CNC(=O)c2ccco2)C(C(=O)NC2CCCC2)c2ccco2)cc1 (stereo not drawn),13.0,0.5,5.2,-19.9,3.3,1.6,8.2,8.2,-10.2,-0.2,6.4
Cn1c(=O)c2c(SCC(=O)N3CCOCC3)nc(-c3ccccc3Cl)nc2n(C)c1=O,14.1,-2.0,7.0,8.2,-0.2,-13.3,-2.9,-1.5,1.2,-0.4,-18.7
S=c1[nH]nc(-c2ccco2)n1/N=C/c1c(Cl)cccc1Cl,9.2,1.6,12.5,-3.8,-0.6,4.8,-6.6,-3.7,-19.5,-0.2,-8.0
Cc1cc(Cl)ccc1NNC(N)=S,17.2,-0.6,8.7,-22.6,0.4,2.3,-15.3,4.3,-13.0,-0.1,0.4
COc1ccc(S(=O)(=O)N2CCC(C(=O)N(CC(C)C)C3CCS(=O)(=O)C3)CC2)cc1OC (stereo not drawn),9.1,-1.1,3.3,-4.2,0.1,-8.3,-7.1,13.3,17.5,0.2,-7.7

# Two compounds from above, reduced to iPSC survival up, HIF-2a inh and NR2E3 ag-1.
canonical_smiles | iPSC survival up | HIF-2a inh | NR2E3 ag-1
CCc1ccc2c(COC(=O)C3CC(=O)N(CCc4ccccc4)C3)cc(=O)oc2c1 (stereo not drawn) | 0.6 | 1.9 | ·
O=C(c1ccccc1)N1CC(COc2ccccc2)OC(c2ccco2)O1 (stereo not drawn) | -0.9 | -32.9 | 0.2

# The listing picks up; the six compounds before the break are reprinted first.
SMILES,HIF-2a inh,NR2E3 ag-1,Peg3 prom inh,NR2E3 ag-2,iPSC survival up,KKLEB tox,TWEAK Fn14 block,TRPM1 prom inh,CF NFkB inh,aDG glyco act,Shn3 3UTR inh
CC(C)C(=O)Nc1ccc(Sc2ccc(F)cc2)cc1,-23.4,0.8,-21.0,5.6,-1.4,-6.3,20.5,-5.7,10.1,-0.1,-2.6
COC(=O)c1ccc(N(C(=O)CNC(=O)c2ccco2)C(C(=O)NC2CCCC2)c2ccco2)cc1 (stereo not drawn),13.0,0.5,5.2,-19.9,3.3,1.6,8.2,8.2,-10.2,-0.2,6.4
Cn1c(=O)c2c(SCC(=O)N3CCOCC3)nc(-c3ccccc3Cl)nc2n(C)c1=O,14.1,-2.0,7.0,8.2,-0.2,-13.3,-2.9,-1.5,1.2,-0.4,-18.7
S=c1[nH]nc(-c2ccco2)n1/N=C/c1c(Cl)cccc1Cl,9.2,1.6,12.5,-3.8,-0.6,4.8,-6.6,-3.7,-19.5,-0.2,-8.0
Cc1cc(Cl)ccc1NNC(N)=S,17.2,-0.6,8.7,-22.6,0.4,2.3,-15.3,4.3,-13.0,-0.1,0.4
COc1ccc(S(=O)(=O)N2CCC(C(=O)N(CC(C)C)C3CCS(=O)(=O)C3)CC2)cc1OC (stereo not drawn),9.1,-1.1,3.3,-4.2,0.1,-8.3,-7.1,13.3,17.5,0.2,-7.7
CCOc1ccc(-n2c(O)c(/C=N/c3ccnn3Cc3ccncc3)c3ccccc3c2=O)cc1,14.2,-2.5,13.7,-1.2,-0.7,-6.8,2.8,-4.9,-2.0,0.0,-49.2
O=C(C1CCC1)N1CCN(c2ccccc2)CC1,1.5,1.9,2.1,-15.9,0.3,2.1,-5.5,11.3,-0.4,-0.1,-3.6
Cn1c(=O)c2c(nc(N3CCN(Cc4ccccc4)CC3)n2CC(=O)c2ccccc2)n(C)c1=O,-4.5,3.3,7.9,-5.5,6.2,-20.1,-15.1,-3.7,0.2,0.4,-21.7
CCN(CCNC(=O)C1CCN(Cc2nc(-c3cccc(Cl)c3)oc2C)CC1)c1ccccc1,-7.8,-2.1,29.9,-2.6,-0.3,-15.2,13.2,14.8,5.5,5.2,-11.5
CC(C)[C@H](NC(=O)c1ccccc1)C(=O)Nc1ccc2c(c1)OCO2,-36.9,-2.3,-33.1,-47.2,0.1,-0.9,9.5,-12.7,7.8,-0.4,-27.5
CCOC(=O)c1sc(=S)n(-c2ccc(OC)cc2)c1N,-34.1,2.7,3.1,-0.1,0.0,-1.2,1.0,-4.3,-10.0,0.0,4.0
Clc1ccc(-c2nc(NCCN3CCOCC3)c3ccccc3n2)cc1,-204.6,3.5,-82.6,-22.4,-0.9,-3.4,-0.1,-11.2,-26.9,-0.2,-18.1
Cc1cc(C(=O)Nc2ccc(Nc3ccccc3)cc2)ccc1[N+](=O)[O-],-183.0,1.7,-56.2,-41.2,0.8,1.3,-29.9,-8.5,-11.9,0.2,-3.8
Cc1ccc(NC(=O)CN2C(=O)CCSc3ccc(S(=O)(=O)N4CCCC4)cc32)cc1,4.0,0.3,20.8,-1.6,-0.5,1.1,9.9,-13.6,-15.2,0.0,11.8
CC1CCN(C(=O)CSc2nnc(Cc3cccn3C)n2-c2ccc(F)cc2)CC1,-5.0,7.7,1.6,-28.9,0.2,2.9,6.1,-4.0,9.1,0.0,7.5
COC(=O)CN1C(=O)C2(C(C#N)=C(N)Oc3ccccc32)C2=C1CC(C)(C)CC2=O (stereo not drawn),0.8,0.7,9.7,-12.6,-2.5,-1.8,5.5,9.8,-8.5,-0.2,0.4
O=C(NCC(=O)N1CCN(S(=O)(=O)c2ccccc2F)CC1)c1ccc(Br)o1,8.3,-1.1,-1.9,11.1,-0.4,-7.4,4.9,7.9,-2.8,-0.1,2.9
Cc1nnc(SCC(=O)NC2CCC(C)CC2)s1 (stereo not drawn),-13.3,-0.4,-20.5,-6.3,0.4,6.9,-12.6,-15.5,-18.7,0.0,-19.0
CCC(=O)c1ccc(OCC(=O)OCC(=O)Nc2c(C)n(C)n(-c3ccccc3)c2=O)cc1,17.5,-0.7,7.7,-2.7,0.7,5.9,0.6,-1.7,-22.2,0.1,-15.7
CC(=O)c1cccc(NC(=O)CCN2C(=O)C3CC=CCC3C2=O)c1 (stereo not drawn),-1.0,5.0,11.0,13.7,3.2,7.4,9.0,-1.9,18.1,-0.1,-1.4

# Compound activity from PubChem BioAssay.
